Shiga inhibitor – inhibitors of Shiga toxin in Vero cells; 290,000 compounds, 9.2% hits; Vero cells, Shiga toxin protein synthesis inhibition reporter; AID 2315; inhibition, % at 38.7 µM; in the data active = inhibition mostly above about 28%, no sharp cut-off; inactive = mostly below about 43%; also: 0% is about no effect
AMA1-RON2 inh – AMA1-RON2 (P. falciparum) interaction inhibition | AlphaScreen AMA1-biotinylated RON2 peptide binding | AID 720542 | Potency, µM (doses to about 58.2 µM), without a hit: at the top dose activity change, negative = inhibition, usual class: inhibitors | 360,000 compounds, 0.2% hits;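 also: potency is read from the fitted curve at half-maximal effect; 0% = vehicle wells and -100% = peptide control; nearly all actives have a fitted effect of over 45% in size; some results filed as inactive show a strong effect at the top dose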
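AMA1 (3D7) with his tag at 25 nM final met compounds first, then biotinylated RON2 peptide at 25 nM; detection used donor plus acceptor beads, 10 µg/mL apiece, read by AlphaScreen after 30 min at room temperature.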
LmPK inh – LmPK (Leishmania mexicana) enzyme inhibition; Potency, µM (doses to about 57.5 µM), for the others: at the top dose activity change, negative = inhibition, usual class: inhibitors; 290,000 compounds, 0.37% hits; purified LmPK, Kinase-Glo ATP luminescence, 1 h; Q27686; also: potency is read from the fitted curve at half-maximal effect; % is scaled to controls: 0 for no effect and ±100 for the full control effect
Target sequence (Q27686 whole entry, looked up): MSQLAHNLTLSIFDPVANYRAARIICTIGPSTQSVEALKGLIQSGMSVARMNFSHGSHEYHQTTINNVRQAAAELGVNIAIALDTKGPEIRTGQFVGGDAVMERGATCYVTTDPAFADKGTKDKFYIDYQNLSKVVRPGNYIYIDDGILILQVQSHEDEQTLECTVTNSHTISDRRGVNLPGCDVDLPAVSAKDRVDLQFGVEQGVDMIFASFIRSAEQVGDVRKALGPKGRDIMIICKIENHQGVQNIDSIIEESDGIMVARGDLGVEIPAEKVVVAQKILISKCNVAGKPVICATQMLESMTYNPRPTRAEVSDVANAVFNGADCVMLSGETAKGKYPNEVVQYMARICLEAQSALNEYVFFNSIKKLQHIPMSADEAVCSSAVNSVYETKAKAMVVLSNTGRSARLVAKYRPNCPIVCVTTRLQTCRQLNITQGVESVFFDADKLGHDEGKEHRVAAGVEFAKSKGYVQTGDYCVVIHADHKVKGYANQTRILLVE
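Screened at intermediate enzyme activity to detect both inhibitors and activators: LmPK at 0.1 nM, with a 0.5 nM enzyme column as activation reference. PEP 0.5 mM, ADP 0.1 mM; ATP detected by luminescence after 1 h.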
TbPYK inhibitor – blocks Trypanosoma brucei pyruvate kinase; Q57TT1; TbPYK enzyme, Kinase-Glo Plus ATP luminescence, 45 min; Potency, µM (doses to about 76.8 µM), inactives show at the highest dose activity, negative = inhibition, hits mostly inhibitors; 410,000 compounds, 0.12% hits; also: potency is read from the fitted curve at half-maximal effect; % is scaled to controls: 0 for no effect and ±100 for the full control effect; nearly all actives have a fitted effect of over 50% in size
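Screened from lowest to highest concentration, compounds were pinned into TbPYK/substrate mixtures, and ADP (130 uM final) was added. Plates sat at room temperature for 45 min prior to Kinase-Glo Plus detection by luminescence.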
CHX counter – counter-screen for Shiga toxin inhibitors: cycloheximide protein synthesis inhibition; cell reporter, cycloheximide protein synthesis inhibition counterscreen; max response, %; 300,000 compounds, 12% hits; in the data active = max response mostly above about 13%, no sharp cut-off; inactive = mostly below about 14%; also: read at 38.3 µM for the half of the compounds with a filed dose; 0% is about no effect
Pf growth 96h – P. falciparum growth inhibition at 96 hour, primary screen for plastid delayed-death inhibitors | P. falciparum luciferase reporter growth, 96 h | 320,000 compounds, 6.9% hits | AID 504834 | Potency, µM (titrated, usually from 28.7 µM), for the others: top-dose activity change, negative = inhibition, most hits filed as inhibitors; also: potency is read from the fitted curve at half-maximal effect; % is scaled to controls: 0 for no effect and ±100 for the full control effect
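Plates of compound plus infected erythrocytes (2% hematocrit, 0.05% parasitemia final) incubate 96 hours, 37 C, 5% CO2. Detection reagent added; reduced luminescence from the parasites' luciferase reporter flags inhibition.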
Pf growth 48h – inhibits P. falciparum growth in the first generation, 48 h. P. falciparum luciferase growth in erythrocytes, 48 h. Potency, µM (highest dose often 28.7 µM), for the others: at the highest dose activity change, negative = inhibition, actives largely listed as inhibitors. 310,000 compounds, 5.9% hits; also: potency is read from the fitted curve at half-maximal effect; % is scaled to controls: 0 for no effect and ±100 for the full control effect
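Erythrocytes infected with P. falciparum carrying an integrated firefly luciferase reporter (2% hematocrit, 0.1% parasitemia final) were exposed to compounds in RPMI 1640 with 0.5% Albumax at 37 C, 5% CO2. Growth inhibition was scored as reduced luminescence.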
Active calls of the source: *; [ ] = dose if it differs, or a comment. Unless noted, calls follow the shape of the dose curve; as a rule, active = well fitted curve in the direction sought with a large enough effect; inconclusive = small, poorly fitted or top-dose-only effect, or another doubt; inactive = no such curve, though single readings can be large; an effect the other way counts as inactive or inconclusive.

What do the screens show for `CCOC(=O)N1CCN(CCC(=O)Nc2ccc(F)c(F)c2)CC1`?
Shiga inhibitor: 32; AMA1-RON2 inh: 11%; LmPK inh: 0%; TbPYK inhibitor: -2%; CHX counter: -3; Pf growth 96h: 15µM*; Pf growth 48h: inconclusive

How did CC(=O)Oc1ccc(C2(C)CC(C)(C)Oc3cc(OC(C)=O)ccc32)c(OC(C)=O)c1 (configuration not stated) do in these assays?
Shiga inhibitor: -13; AMA1-RON2 inh: -10%; LmPK inh: -1%; TbPYK inhibitor: -3%; CHX counter: -2; Pf growth 96h: inconclusive; Pf growth 48h: -12%

How did Cc1ccc(C)c(S(=O)(=O)N2CCN(C(=O)c3sccc3C)CC2)c1 do in these assays?
AMA1-RON2 inh: -17%; TbPYK inhibitor: 0%; Pf growth 96h: -11%; Pf growth 48h: inconclusive

Results for COc1ccc(CN(C)C(C)C(=O)NC2CCCc3ccccc32)cc1 (configuration not stated) ?
Shiga inhibitor: 3; AMA1-RON2 inh: -8%; LmPK inh: -1%; TbPYK inhibitor: 1%; CHX counter: 5; Pf growth 96h: -5%; Pf growth 48h: inconclusive

Results for COc1ccccc1OCc1ccc(C(=O)Nc2ccncc2)o1 ?
Shiga inhibitor: -3; AMA1-RON2 inh: 3%; LmPK inh: -2%; TbPYK inhibitor: -13%; CHX counter: -1; Pf growth 96h: -50%; Pf growth 48h: -14%

What do the screens show for `Cc1ccc(N(CCC(=O)O)S(=O)(=O)c2ccc(C)cc2)cc1`?
Shiga inhibitor: -13; AMA1-RON2 inh: 10%[11.6 µM]; LmPK inh: 2%; TbPYK inhibitor: 4%; CHX counter: -6; Pf growth 96h: 16%; Pf growth 48h: -14%

What do the screens show for `CCCS(=O)(=O)c1c(S(=O)(=O)CCC)c2c(C)cccn2c1C(=O)OC`?
Shiga inhibitor: -9; AMA1-RON2 inh: -6%; LmPK inh: -7%; TbPYK inhibitor: -10%; CHX counter: -3; Pf growth 96h: 6%; Pf growth 48h: -2%

What do the screens show for `Cc1nc2ccccc2n1CC(=O)OCC(=O)NCc1ccccc1`?
Shiga inhibitor: -7; AMA1-RON2 inh: -12%; LmPK inh: 0%; TbPYK inhibitor: -4%; CHX counter: -5; Pf growth 96h: 25%; Pf growth 48h: -14%

How did Cc1c(NC(=O)c2ccc(S(=O)(=O)N3CCOCC3)cc2)cccc1[N+](=O)[O-] do in these assays?
AMA1-RON2 inh: 12%; TbPYK inhibitor: 0%; Pf growth 96h: 7%; Pf growth 48h: -28%

Results for N#C/C(=C1/CCCCCN1)c1nnc2n1CCCCC2 ?
Shiga inhibitor: -4; AMA1-RON2 inh: -2%; LmPK inh: -1%; TbPYK inhibitor: 7%; CHX counter: -2; Pf growth 48h: 17%

How did Cc1ccc(C(=O)COc2ncnc3cc(Cl)ccc23)cc1 do in these assays?
Shiga inhibitor: 16; AMA1-RON2 inh: -2%; LmPK inh: 2%; TbPYK inhibitor: 1%; CHX counter: -2; Pf growth 96h: 45%[activator]; Pf growth 48h: inconclusive

How did COc1ccc(OCCCC(=O)Nc2cc(Cl)ccc2-n2cncn2)cc1 do in these assays?
AMA1-RON2 inh: -13%; TbPYK inhibitor: -3%; Pf growth 96h: inconclusive; Pf growth 48h: inconclusive

How did COc1cc(/C=N/NC(=O)c2cccnc2)cc2c1OCO2 do in these assays?
Shiga inhibitor: -7; AMA1-RON2 inh: -11%; LmPK inh: 1%; TbPYK inhibitor: -4%; CHX counter: 2; Pf growth 96h: inconclusive; Pf growth 48h: 22%

Results for Cc1ccc(C)c(NC(=S)N2CCN(c3ccccn3)CC2)c1 ?
Shiga inhibitor: -8; AMA1-RON2 inh: -5%; LmPK inh: 5%; TbPYK inhibitor: -4%; CHX counter: 0; Pf growth 96h: inconclusive; Pf growth 48h: -6%

How did CCC(=O)c1ccc(OCC(=O)OCC(=O)N2c3ccccc3NC(=O)C2(C)C)cc1 do in these assays?
AMA1-RON2 inh: -16%; TbPYK inhibitor: 1%; Pf growth 96h: 7%; Pf growth 48h: -1%

Random excerpt: 2 compounds from above
How did Cc1ccc(C(=O)COc2ncnc3cc(Cl)ccc23)cc1 do in these assays?
Shiga inhibitor: 16; AMA1-RON2 inh: -2%; LmPK inh: 2%; TbPYK inhibitor: 1%; CHX counter: -2; Pf growth 96h: 45%[activator]; Pf growth 48h: inconclusive

What do the screens show for `Cc1ccc(N(CCC(=O)O)S(=O)(=O)c2ccc(C)cc2)cc1`?
Shiga inhibitor: -13; AMA1-RON2 inh: 10%[11.6 µM]; LmPK inh: 2%; TbPYK inhibitor: 4%; CHX counter: -6; Pf growth 96h: 16%; Pf growth 48h: -14%

More records.
How did Cc1ccc(NC(=S)N2CCN(S(=O)(=O)c3ccc(F)cc3)CC2)cc1 do in these assays?
Shiga inhibitor: -7; AMA1-RON2 inh: -4%; LmPK inh: 5%; TbPYK inhibitor: -2%; CHX counter: 2; Pf growth 96h: inconclusive; Pf growth 48h: inconclusive

Results for NS(=O)(=O)c1ccc(CNC(=O)/C=C/c2cccc(Cl)c2)cc1 ?
Shiga inhibitor: -9; AMA1-RON2 inh: 5%; LmPK inh: 1%; TbPYK inhibitor: 1%; CHX counter: -2; Pf growth 96h: inconclusive; Pf growth 48h: 8%

How did O=C(CSc1nc2ccccc2n1-c1ccccc1)Nc1ncc(Cl)cc1Cl do in these assays?
Shiga inhibitor: -4; AMA1-RON2 inh: -18%; LmPK inh: 2%; TbPYK inhibitor: -8%; CHX counter: -2; Pf growth 96h: 10µM*; Pf growth 48h: inconclusive

How did CCN1C(=O)C(=Cc2cc(C)n(C3CC3)c2C)C(=O)N(CC)C1=S do in these assays?
Shiga inhibitor: -8; AMA1-RON2 inh: -3%; LmPK inh: -1%; TbPYK inhibitor: -12%; CHX counter: 2; Pf growth 96h: -20%; Pf growth 48h: 11%

What do the screens show for `O=C(COc1ccccc1)Nc1ccc(S(=O)(=O)NCc2ccco2)cc1`?
Shiga inhibitor: 19; AMA1-RON2 inh: -7%; LmPK inh: 6%; TbPYK inhibitor: 0%; CHX counter: 1; Pf growth 96h: inconclusive; Pf growth 48h: 11%

What do the screens show for `CCn1c(SCC(=O)Nc2cc(NC(C)=O)ccc2OC)nnc1-c1ccccn1`?
Shiga inhibitor: -2; AMA1-RON2 inh: -11%; LmPK inh: -6%; TbPYK inhibitor: 3%; CHX counter: -2; Pf growth 48h: -1%

What do the screens show for `O=C(CN1CCOCC1)Nc1c2c(nc3c1CCC3)CCC2`?
Shiga inhibitor: -13; AMA1-RON2 inh: 0%; LmPK inh: 2%; TbPYK inhibitor: -1%; CHX counter: -1; Pf growth 96h: 114%[activator]; Pf growth 48h: 16%

What do the screens show for `COC(=O)c1cc(-c2c(C)oc3cc(O)ccc3c2=O)c(C)o1`?
Shiga inhibitor: 4; AMA1-RON2 inh: -1%; LmPK inh: -3%; TbPYK inhibitor: inconclusive; CHX counter: -1; Pf growth 96h: 9%; Pf growth 48h: 22%

Results for O=C(NCC(c1cccnc1)N1CCN(c2ccc(F)cc2)CC1)c1ccc(F)cc1 (configuration not stated) ?
Shiga inhibitor: 0; AMA1-RON2 inh: 0%; LmPK inh: 8%; TbPYK inhibitor: -2%; CHX counter: 0; Pf growth 96h: 55%[activator]; Pf growth 48h: inconclusive

What do the screens show for `Cc1ccc(C(=O)N/C(=C/c2cccs2)C(=O)N2CCCCCC2)cc1`?
Shiga inhibitor: -11; AMA1-RON2 inh: -4%; LmPK inh: -2%; TbPYK inhibitor: -18%; CHX counter: 6; Pf growth 96h: -2%; Pf growth 48h: -3%

How did CC1CC(=O)Nc2ccccc2N1S(=O)(=O)c1cccc(F)c1 (configuration not stated) do in these assays?
Shiga inhibitor: -6; AMA1-RON2 inh: 0%; LmPK inh: 3%; TbPYK inhibitor: 9%; CHX counter: -2; Pf growth 96h: 5%; Pf growth 48h: -5%

What do the screens show for `O=C(NCc1ccccc1)c1ncn[nH]1`?
Shiga inhibitor: -3; AMA1-RON2 inh: -15%; LmPK inh: 2%; TbPYK inhibitor: 1%; CHX counter: -1; Pf growth 96h: 0%; Pf growth 48h: 70%[activator]

How did COc1ccc(CNC(=O)CN(C(=O)c2csnn2)c2cccc(F)c2)cc1 do in these assays?
Shiga inhibitor: 24; AMA1-RON2 inh: -7%; LmPK inh: -1%; TbPYK inhibitor: 1%; CHX counter: -5; Pf growth 96h: 23%; Pf growth 48h: 17%

How did C=CCOc1c(CNc2ccc(S(N)(=O)=O)cc2)cccc1OC do in these assays?
Shiga inhibitor: 6; AMA1-RON2 inh: -5%; LmPK inh: 0%; TbPYK inhibitor: 6%; CHX counter: 1; Pf growth 96h: 3%; Pf growth 48h: -25%

Results for COC1CCCCC1Nc1cc(C)cc(C)c1 (configuration not stated) ?
Shiga inhibitor: -14; AMA1-RON2 inh: -26%; LmPK inh: -11%; TbPYK inhibitor: 5%; CHX counter: -4; Pf growth 96h: 13µM*

How did O=C(CSC1=NS(=O)(=O)c2ccccc2N1)Nc1ccccc1F do in these assays?
AMA1-RON2 inh: -4%; TbPYK inhibitor: -1%; Pf growth 96h: 9%; Pf growth 48h: 5%

Results for Cc1ccc(C)c(Cn2c3ccccc3c3cnn(CC(=O)NCCN4CCOCC4)c(=O)c32)c1 ?
Shiga inhibitor: 3; AMA1-RON2 inh: 0%; LmPK inh: 1%; TbPYK inhibitor: -7%; CHX counter: -5; Pf growth 96h: 9.3µM*; Pf growth 48h: inconclusive

How did CCOC(=O)CSc1nnc(CNC(=O)c2cc(OC)c(OC)c(OC)c2)n1C do in these assays?
Shiga inhibitor: 2; AMA1-RON2 inh: 6%; LmPK inh: -3%; TbPYK inhibitor: -2%; CHX counter: -1; Pf growth 48h: 1%

Results for O=S(=O)(Cc1ccccc1)N1CCCC1 ?
Shiga inhibitor: 21; AMA1-RON2 inh: 2%; LmPK inh: 1%; TbPYK inhibitor: -2%; CHX counter: -4; Pf growth 96h: -14%; Pf growth 48h: 9%

Results for Cc1cc(C)n(CCNC(=O)CC2C(=O)NCCN2CC2CCCCC2)n1 (configuration not stated) ?
Shiga inhibitor: -4; AMA1-RON2 inh: 42%[activator]; LmPK inh: 0%; TbPYK inhibitor: 3%; CHX counter: -1; Pf growth 96h: -28%; Pf growth 48h: 13%

Results for Cc1onc(-c2ccccc2Cl)c1C(=O)N1CCN(S(=O)(=O)c2ccc(F)c(F)c2)CC1 ?
Shiga inhibitor: 16; AMA1-RON2 inh: -8%; LmPK inh: 1%; TbPYK inhibitor: 4%; CHX counter: 5; Pf growth 96h: inconclusive; Pf growth 48h: -18%

How did CC(C)c1nnc(NC(=O)CSc2nc3ccccc3[nH]2)s1 do in these assays?
Shiga inhibitor: 9; AMA1-RON2 inh: 53%[activator]; LmPK inh: -4%; TbPYK inhibitor: 4%; CHX counter: 8; Pf growth 96h: 9%; Pf growth 48h: -6%

How did OC(c1ccc(Cl)cc1)c1nccc2ccccc12 (configuration not stated) do in these assays?
AMA1-RON2 inh: -2%; LmPK inh: -1%; TbPYK inhibitor: -1%; CHX counter: 9; Pf growth 96h: inconclusive; Pf growth 48h: 18%
